HT1080 IDH1KD tx = HT-1080 IDH1 knockdown cell toxicity (counter line). HT-1080 IDH1 knockdown viability, ATP luminescence, 48 h. Potency, µM (top dose mostly 46.1 µM), without a hit: at the highest dose activity, negative = toxicity, most hits filed as cytotoxic. 2% of 360,000 active. AID 686971;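 also: potency is read from the fitted curve at half-maximal effect; 0% = DMSO wells and -100% = cell-free medium wells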
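CellTiter-Glo luminescence after 48 h compound exposure at 37 degrees C of IDH1-knockdown HT-1080 cells in 5% FBS RPMI. %Activity scaled between DMSO wells and cell-free media wells, with curves fitted and assigned curve classes.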
SW480 rerep = DNA re-replication induction in SW480 cells; Potency, µM (doses to about 46.1 µM), for inactives: at the top dose re-replication activation, hits mostly activators; 1.8% of 340,000 active; SW480 DNA re-replication, Hoechst DNA content imaging, 48 h; AID 624297; also: potency is read from the fitted curve at half-maximal effect; % of control where 0% means no effect; nearly all actives have a fitted effect of over 55% in size
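Cells (250 per well) received 23 nL compound or DMSO by pin tool and were kept 48 hr at 37 C, 5% CO2. Nuclei were then stained with Hoechst for 40 min and scanned for DNA content.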
ATXN2 expr inh = inhibitors of ATXN2 expression; Potency, µM (doses to about 57 µM), without a hit: at the highest dose activity change, negative = inhibition, hits mostly inhibitors; HEK-293 ATXN2-luciferase reporter, luminescence, 24 h; AID 1745845; 0.72% of 360,000 active; also: potency is read from the fitted curve at half-maximal effect; % is scaled to controls: 0 for no effect and ±100 for the full control effect; nearly all actives have a fitted effect of over 55% in size
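qHTS (up to 57 uM final) was run with 24 h compound exposure of reporter cells at 37 °C. Each well was multiplexed: SteadyGlo luminescence measured ATXN2-luciferase expression after a fluorogenic Gly-Phe-AFC viability readout (25 uM final).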
HT1080-NT tox = kills 2HG-producing HT-1080-NT fibrosarcoma cells; HT-1080-NT fibrosarcoma viability, CellTiter-Glo ATP luminescence, 48 h; Potency, µM (doses to about 46.1 µM), for the others: at the top dose activity, negative = less viability, most hits filed as cytotoxic; 1.6% of 360,000 active; AID 686970;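 also: NT is the 2HG producing partner of a matched IDH1 knockdown line; potency is read from the fitted curve at half-maximal effect; 0% = DMSO-treated cells and -100% = media-only wells without cells; nearly all actives have a fitted effect of over 55% in size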
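Fibrosarcoma NT cells, 750 per well in 5% FBS RPMI, were exposed to compound for 48 hours. Viability: CellTiter-Glo luminescence.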
MCF10A rereplic = DNA re-replication induction in MCF 10a cells; MCF 10A DNA re-replication, Hoechst nuclear intensity, 48 h; AID 624296; 2.9% of 350,000 active; Potency, µM (top dose mostly 46.1 µM), inactives show at the top dose activity, positive = re-replication, hits mostly activators; also: potency is read from the fitted curve at half-maximal effect; % of control where 0% means no effect; nearly all actives have a fitted effect of over 50% in size
S2 tox = viability counter-screen for ATXN expression inhibitors; S2 cells (HEK-293 line with an ATXN2-luciferase reporter) viability, CellTiter-Fluor protease fluorescence, 24 h; Potency, µM (top dose mostly 56.7 µM), most hits filed as cytotoxic; 0.49% of 400,000 active; also: potency is read from the fitted curve at half-maximal effect; nearly all actives have a fitted effect of over 40% in size
IL1B secr inh = blocks inflammasome-driven IL-1 beta release; activity change, % at 57.5 µM; THP-1 LPS/ATP IL-1B secretion, AlphaLISA, 16 h; stronger effect = lower value; 4.7% of 360,000 active; AID 743279; in the data active = activity change below about -50%; inconclusive = mostly about -30% to -49%; also: % is scaled to controls: 0 for no effect and ±100 for the full control effect
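Secreted IL-1B measured by AlphaLISA bead assay after 16 h compound exposure of THP-1 cells; compounds (final up to 57.5 uM) added 1 h before LPS (250 ng/mL) and ATP (1.25 mM) stimulation; lower signal means less secretion.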
HepG2 viability = kills HepG2 cells in TGF-b inhibitor counter-screen; 0.76% of 410,000 active; Potency, µM (doses to about 46.1 µM), without a hit: at the highest dose activity change, negative = cytotoxicity, actives largely listed as cytotoxic; HepG2 CAGA-GFP viability, ATP luminescence, 18 h; AID 588856; also: potency is read from the fitted curve at half-maximal effect; some results filed as inactive show a strong effect at the top dose
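HepG2 CAGA-GFP cells (1000/well, DMEM with 1% FBS) received compound, then TGF-beta at 500 pg/mL final, and were incubated 18 hours at 37 degrees C. Viability was read by CellTiter-Glo luminescence. Media-only wells were set as complete cell-killing and DMSO as no toxicity.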
KB-3-1 tox = KB-3-1 parental cell cytotoxicity | KB-3-1 viability, CellTiter-Glo ATP luminescence, 72 h | Potency, µM (titrated, usually from 46.1 µM), for inactives: top-dose activity change, negative = cytotoxic, hits mostly cytotoxic | 1.4% of 400,000 active | AID 1347075; also: potency is read from the fitted curve at half-maximal effect; % is scaled to controls: 0 for no effect and ±100 for the full control effect; nearly all actives have a fitted effect of over 60% in size
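Parental KB-3-1 viability, qHTS format: 72 h compound exposure, 37 °C; CellTiter-Glo; media-only wells and DMSO plates as controls; concentration-effect fits on corrected data.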
* = called active by the depositor; i = inactive; ? = inconclusive; / = no result given; [ ] = remark or other dose. Unless noted, calls follow the shape of the dose curve; as a rule, active = well fitted curve in the direction sought with a large enough effect; inconclusive = small, poorly fitted or top-dose-only effect, or another doubt; inactive = no such curve, though single readings can be large; an effect the other way counts as inactive or inconclusive.

SMILES | HT1080 IDH1KD tx | SW480 rerep | ATXN2 expr inh | HT1080-NT tox | MCF10A rereplic | S2 tox | IL1B secr inh | HepG2 viability | KB-3-1 tox
O=C1NC[C@H](CCCCN2C[C@H](Cc3ccccc3)N(Cc3ccccc3)C(=O)C2=O)N(CC2CCCCC2)C1=O | 6% | / | 15% | 10% | / | ? | -12 | / | 4%
O=C1CC(N2CCOCC2)C(=O)N1CCc1ccccc1 (stereo unspecified) | 9%[9.24 µM] | -7% | -3% | 21% | -3% | i | -15 | -2% | 21%
CCOc1cc(/C=C2/COc3ccccc3C2=O)ccc1OCC(=O)N(C)C | ? | ? | / | ? | 10% | ? | -16 | 5% | -19%
CCC(=O)Nc1nc(-c2ccc3c(c2)CC(C)N3S(C)(=O)=O)cs1 (stereo unspecified) | -11% | -20% | -1% | -10% | -9% | i | -16 | -3% | ?
CN1C(=O)CC(C(=O)O)SC1=Nc1cccc(C(F)(F)F)c1 (stereo unspecified) | 3% | -2% | -1% | 7% | 1% | i | 12 | -29% | 0%
Cc1nc(N2CCCCCC2)c2ccccc2n1 | -8% | -4% | / | -7% | -3% | / | 66 | -1% | ?
O=S1(=O)CC(O)C(N2CCCCC2)C1 (stereo unspecified) | 10% | 4% | -8% | 11% | -5% | i | 9 | 2% | 10%
COc1ccccc1C(=O)NC(=O)COC(=O)c1cnccn1 | 12% | / | / | 9% | / | i | -10 | -18% | 4%
Cc1ccc(NC(=O)C2CC(=O)N/C(=N/NC(=O)c3ccc(C)cc3)S2)cc1 (stereo unspecified) | 8% | -2% | -6% | 1% | 10% | i | 28 | 12% | 3%
O=C(CCc1nc2ccccc2c(=O)[nH]1)Nc1ccc(F)cc1 | 3% | -6% | 16% | 5% | 15% | ? | 0 | -4% | 5%
COc1ccc(/C=N/NC(=O)CNC(=O)c2ccncc2)cc1 | 0% | -7% | 2% | -2% | -34%[inhibitor] | i | 22 | 5% | 5%
CC(C)Cc1nnc(NC(=O)CCC(=O)N2CC(C)CC(C)C2)s1 (stereo unspecified) | 6% | -3% | / | 8% | -5% | i | 15 | -10% | -8%
CC(C)C(=O)NNC(=O)CN1CCN(c2nc(-c3ccccc3)cs2)CC1 | -11% | -1% | -10% | -1% | 9% | i | -14 | -4% | 19%
O=C(O)c1cccc(S(=O)(=O)N(Cc2ccccc2)c2cccc(C(F)(F)F)c2)c1 | 2% | -1% | -25% | ? | 5% | i | -13 | -9% | -3%
CC(C)(C)/C(O)=C/c1nc2ccccc2oc1=O | ? | 16% | -13% | -17% | -1% | i | 25 | 0% | -3%
CC(=O)Nc1cccc(Oc2nc(NCC3CC3)nc3ccsc23)c1 | -29% | / | -8% | -22% | / | i | 0 | -11% | -2%
O=Cc1ccc([B-](F)(F)F)s1 | 1% | ? | -11% | 2% | ? | i | 6 | -10% | 0%
O=C(NCc1ccccc1F)C1CCCN1C(=O)Nc1ccc(Cl)cc1 (stereo unspecified) | -3% | -44% | / | 1% | 0% | ? | 11 | 13% | 1%
CC(C)C(NC(=O)c1ccccc1F)C(=O)Nc1nccs1 (stereo unspecified) | 2% | -3% | / | 1% | 0% | i | -6 | 2% | -1%
Cc1ccc(CN(C(=O)COc2cccc([N+](=O)[O-])c2)c2ccccn2)cc1 | / | / | 1% | / | / | i | / | -13% | ?

Complete entries as entered above. Screens in order: HT1080 IDH1KD tx | SW480 rerep | ATXN2 expr inh | HT1080-NT tox | MCF10A rereplic | S2 tox | IL1B secr inh | HepG2 viability | KB-3-1 tox
Listed for `O=C(NCc1ccccc1F)C1CCCN1C(=O)Nc1ccc(Cl)cc1` (stereo unspecified) = -3% | -44% | / | 1% | 0% | ? | 11 | 13% | 1%
Listed for `COc1ccc(/C=N/NC(=O)CNC(=O)c2ccncc2)cc1` = 0% | -7% | 2% | -2% | -34%[inhibitor] | i | 22 | 5% | 5%
Listed for `CC(C)C(=O)NNC(=O)CN1CCN(c2nc(-c3ccccc3)cs2)CC1` = -11% | -1% | -10% | -1% | 9% | i | -14 | -4% | 19%

Other compounds:
SMILES | HT1080 IDH1KD tx | SW480 rerep | ATXN2 expr inh | HT1080-NT tox | MCF10A rereplic | S2 tox | IL1B secr inh | HepG2 viability | KB-3-1 tox
Cc1ccc(-c2nc(SCC(=O)c3c(N)n(C4CC4)c(=O)[nH]c3=O)n[nH]2)cc1 | -7% | 1% | / | -1% | 0% | i | 38 | -20% | 6%
CCOc1ccc(NC(=O)CSc2nnc(Cn3c(=O)sc4ccccc43)n2C)cc1 | 12% | -2% | 2% | 9% | -2% | i | 7 | -6% | -10%
CNC(=S)SCCOc1ccccc1 | 0% | -6% | -7% | 0% | -2% | i | -3 | -80% | 11%
COc1ccc(OCc2ccc(-c3nc(C#N)c(N4CCC(C(N)=O)CC4)o3)o2)cc1 | / | / | -16% | / | / | i | / | -25% | -14%
CC(=O)c1cccc(NC(=O)CSc2ccc(-c3cccnc3)nn2)c1 | -18% | 1% | 0% | -4% | -7% | i | 4 | -2% | -16%
COC1=C(N)C(=O)c2nc(-c3nc(C(=O)O)c(C)c(-c4ccc(OC)c(OC)c4O)c3N)ccc2C1=O | 0.0082µM* | -149%[inhibitor] | -92% | 0.0092µM* | -8% | 2.2µM* | -106* | -86% | 0.15µM*
CCC(C)(C)NC(=O)CN(Cc1ccccc1)C(=O)CCC(=O)Nc1nccs1 | -1% | 0% | -6% | 3% | -1% | i | 23 | -5% | 2%
COc1cccc(-c2cc(C(F)(F)F)nc(N3CCOCC3)n2)c1 | 24% | ? | -11% | 15% | ? | i | -5 | -26% | 0%
CC(=O)c1ccc(OCC(O)CN2CCOCC2)cc1 (stereo unspecified) | -4% | -16% | -1% | 3% | 5% | i | -3 | -13% | -2%
COc1ccc(CC(=O)N/N=C(\C)c2cccc(NC(=O)C3CC3)c2)cc1 | 1% | 0% | 6% | 2% | 4% | i | -11 | -9% | 1%
CCn1c(Cc2cccs2)nnc1SCC(=O)Nc1ccc(OC)c(OC)c1 | -2% | -5% | -28% | 7% | 1% | ? | 16 | -18% | 17%
COc1cc(C(C)=O)ccc1OCC(O)CN1CCN(c2cc(C)cc(C)c2)CC1 (stereo unspecified) | -16% | -6% | -19% | -6% | -6% | i | -15 | -22% | -17%
CCN(CCC#N)c1ccc(N2C(=O)CCCC2=O)cc1[N+](=O)[O-] | 3% | 8% | 4% | 3% | 5% | i | -1 | -13% | 10%
Cc1nn(Cc2cccc3ccccc23)c(C)c1NC(=O)c1cccnc1 | 20% | -4% | -3% | 20% | 14% | i | -12 | -1% | 5%
Cc1ccccc1C(=O)Nc1cc(C(F)(F)F)ccc1-n1cncn1 | 0% | -12% | / | 5% | -5% | / | 31 | -7% | ?
O=C(NCCCn1ccnc1)c1ccc(S(=O)(=O)N2CCOCC2)cc1 | 12% | 3% | 4% | 29% | ? | i | 1 | 0% | 11%
CCCc1cc(N2CCCC(C(=O)Nc3ccc(OC)cc3OC)C2)n2ncnc2n1 (stereo unspecified) | -4% | -2% | -1% | 3% | -5% | i | 10 | 0% | ?
CCC(C)C(NC(=O)C1CCC(C)CC1)C(=O)NC(CCSC)C(=O)OC (stereo unspecified) | 1% | -3% | 1% | -2% | -13% | i | 21 | 0% | -10%
CC(C)C(O)P(=O)(OCc1ccccc1)c1ccc(N(C)C)cc1 (stereo unspecified) | 4% | 2% | 9% | -2% | -1% | ? | -10 | 2% | -4%
COc1ncnc2c1ncn2CCCN1CCN(Cc2cccc3ccccc23)CC1 | -7% | / | -26% | 0% | / | i | -4 | -28% | -4%
COc1ccc(CNCc2cc(OC)ccc2OC)cc1 | -16% | 9% | / | -13% | 14% | i | -8 | -30% | -4%
COc1ccc(/C=C/C(=O)OCC(=O)Nc2cc(C(N)=O)cc(C(N)=O)c2)cc1 | 18% | -14% | 4% | 18% | 20% | ? | 14 | 4% | 17%
CN(C)CCN(Cc1cc2cc3c(cc2[nH]c1=O)OCO3)C(=S)NCc1ccco1 | 8% | -38%[inhibitor] | -17% | 6% | -5% | i | 0 | -7% | -2%
COCCNc1cnn(-c2ccccc2)c(=O)c1Cl | 5% | -4% | 27% | 21% | -4% | i | 29 | 1% | 13%
CN1CCN(C(=O)c2cc(Cl)ccc2NC(=O)c2ccc(Cl)cc2Cl)CC1 | 2% | -4% | 0% | -2% | 0% | i | 13 | 1% | /
CCOc1cccc(C(=O)Nc2ccc(NC(=O)c3ccccc3)c(C)c2)c1 | ? | ? | -1% | ? | -13% | i | -22 | 7% | 5%
COc1cc2c(cc1OCc1ccccc1)/C(=C/C(=O)OCc1ccccc1)OC2 | -1% | / | / | 2% | / | / | -25 | / | -2%
Cc1ccc(C)c(-c2cc(C(=O)NNC(=S)NCC(C)C)c3ccccc3n2)c1 | 2% | -4% | -6% | -4% | ? | i | 13 | -34% | 14%

Pulled by structure from the entries so far, 4 records:
SMILES | HT1080 IDH1KD tx | SW480 rerep | ATXN2 expr inh | HT1080-NT tox | MCF10A rereplic | S2 tox | IL1B secr inh | HepG2 viability | KB-3-1 tox
COc1cccc(-c2cc(C(F)(F)F)nc(N3CCOCC3)n2)c1 | 24% | ? | -11% | 15% | ? | i | -5 | -26% | 0%
O=S1(=O)CC(O)C(N2CCCCC2)C1 (stereo unspecified) | 10% | 4% | -8% | 11% | -5% | i | 9 | 2% | 10%
Cc1nc(N2CCCCCC2)c2ccccc2n1 | -8% | -4% | / | -7% | -3% | / | 66 | -1% | ?
COc1ccc(/C=C/C(=O)OCC(=O)Nc2cc(C(N)=O)cc(C(N)=O)c2)cc1 | 18% | -14% | 4% | 18% | 20% | ? | 14 | 4% | 17%
